Bioassay records (PubChem)
PP1 counter = counter-screen for PP5 inhibitors: inhibitors of human PP1-alpha. P62136. purified PP1alpha, OMFP fluorescence. inhibition, % at 6.7 µM. 320,000 compounds, 0.9% hits;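 active = inhibition above the mean inhibition of all tested compounds plus 3 SD, computed separately for each screening campaign, cut at about 15% in these data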
TPT1 inh = blocks Candida albicans tRNA 2'-phosphotransferase; recombinant caTPT1, FP RNA substrate dephosphorylation; inhibition, % at 5 µM; 300,000 compounds, 0.81% hits;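 active = inhibition above the mean of all tested compounds plus 3 SD, set per screening campaign, cut at about 24% in these data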;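 also: plate controls were DMSO alone for no effect and ferristatin control at 100 nM for full effect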
Fh CTSL1 inh = cathepsin L1 inhibition, PFM18AAP counter-screen; recombinant F. hepatica cathepsin L1, Z-Leu-Arg-MCA fluorescence; inhibition, % at 5.96 µM; 300,000 compounds, 0.49% hits; AID 1906;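 active = inhibition above the mean of all tested compounds plus 3 SD, set per screening campaign, cut at about 17% in these data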;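 also: 0% = plate median of test compound wells and 100% = 1 µM Z-Phe-Ala-diazomethylketone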
procasp7 counter = counter-screen: procaspase-7 (human) activation | P55210 | recombinant procaspase-7, Ac-DEVD-pNA absorbance 405 nm; D23A/D198A/D206A triple mutant, cannot self-cleave; scale: DMSO 0, 5 µM enzyme 100 | activation, % at 8.5 µM | 330,000 compounds, 0.093% hits;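 active = percent activation above the screen-wide mean plus 3 SD, cut at about 25% in these data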
Target sequence (P55210 whole entry D23A/D198A/D206A): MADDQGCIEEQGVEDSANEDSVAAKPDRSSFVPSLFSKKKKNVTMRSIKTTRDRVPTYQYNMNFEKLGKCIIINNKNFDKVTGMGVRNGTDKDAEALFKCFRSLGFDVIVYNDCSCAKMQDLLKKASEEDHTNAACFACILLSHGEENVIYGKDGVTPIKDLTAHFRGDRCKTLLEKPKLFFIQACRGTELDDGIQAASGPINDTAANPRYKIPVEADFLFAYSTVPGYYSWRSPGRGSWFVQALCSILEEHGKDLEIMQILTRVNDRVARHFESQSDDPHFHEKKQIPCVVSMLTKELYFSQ
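signal = Epi-absorbance of released pNA at 405 nm, two timepoints | assay system = Uncleavable procaspase-7 mutant enzyme | reagent = Ac-DEVD-pNA substrate, 400 µM as added | times = 1 h enzyme–compound preincubation and 2 h substrate reaction, both 25 °C | benchmarks = low DMSO alone, high DMSO plus 5 µM PC-7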
PP5 inh = PP5 (human) phosphatase inhibition; P53041; purified PP5c, OMFP substrate fluorescence; inhibition, % at 6.7 µM; 320,000 compounds, 0.18% hits; AID 1987;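 active = inhibition above the campaign's mean inhibition across all tested compounds plus 3 SD, cut at about 9.5% in these data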;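 also: 0% = DMSO only and 100% = 100 µM cantharidin control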
Target sequence (P53041 whole entry, looked up): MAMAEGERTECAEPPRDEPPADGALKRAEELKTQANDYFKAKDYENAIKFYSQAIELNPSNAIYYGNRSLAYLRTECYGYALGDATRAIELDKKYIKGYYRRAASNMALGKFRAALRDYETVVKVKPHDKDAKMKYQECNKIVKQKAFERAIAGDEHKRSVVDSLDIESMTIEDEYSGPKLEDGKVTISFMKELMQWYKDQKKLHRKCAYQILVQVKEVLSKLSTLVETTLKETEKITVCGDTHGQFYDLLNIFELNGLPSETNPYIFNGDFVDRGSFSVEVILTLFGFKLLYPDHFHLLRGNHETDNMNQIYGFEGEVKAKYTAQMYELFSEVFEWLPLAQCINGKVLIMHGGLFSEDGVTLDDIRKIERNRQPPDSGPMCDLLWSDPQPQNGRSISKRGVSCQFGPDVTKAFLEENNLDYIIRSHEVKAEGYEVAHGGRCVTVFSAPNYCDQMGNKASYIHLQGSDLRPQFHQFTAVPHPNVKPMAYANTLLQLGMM
proCasp3 act = activates human procaspase-3; recombinant procaspase-3 D3A, Ac-DEVD-pNA absorbance 405 nm; activation, % at 8.5 µM; 330,000 compounds, 0.11% hits; AID 463141;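 active = activation above the mean of all tested compounds plus 3 SD, cut at about 21% in these data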;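 also: 0% = DMSO alone and 100% = DMSO wells spiked with extra 5 µM PC-3 D3A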
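Assay system: Procaspase-3 D3A mutant, all three cleavage aspartates alanine. Buffer or medium: Zinc-free HEPES saline buffer with Triton X-100. Times: 1 h compound preincubation, 2 h substrate hydrolysis at 25 °C. Measured by: 405 nm absorbance of p-nitroaniline, reads at 0 and 120 min. Read-out basis: percent activation relative to control range. Replicates: singlicate.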
core dimer inh = blocks dimerization of HCV core protein. TR-FRET GST/Flag-core106 dimerization, 1536-well. inhibition, % at 5 µM. 300,000 compounds, 0.33% hits. AID 1899;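 active = inhibition above the mean of all tested compounds plus 3 SD, set per screening campaign, cut at about 45% in these data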
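test system = GST/Flag-tagged HCV core106 proteins | probe or stimulus = Eu donor and XL665 acceptor anti-tag antibodies | times = compound-protein-antibody incubation 4 h at 22.5 °C | signal = TR-FRET, excitation 340 nm, emission 617 and 671 nm | measure = percent inhibition of core106 dimerization signal | controls = wells lacking GST-core106 and wells with excess unlabelled core106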
PAFAH2 FP inh = PAFAH2 (human) inhibition. Q99487. recombinant PAFAH2, FP-rhodamine activity probe, fluorescence polarization. inhibition, % at 3.39 µM. 340,000 compounds, 0.99% hits. AID 492956;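 active = inhibition above the mean over all tested compounds plus 3 SD, cut at about 30% in these data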;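 also: inhibitors block probe labeling of enzyme so polarization drops; 0% = enzyme with DMSO and 100% = wells lacking PAFAH2 protein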
AHR activator = human AHR activation; activation, % at 5 µM; P35869; 320,000 compounds, 2.5% hits; AID 2796; AHR-responsive luciferase reporter cells, luminescence; in the data active = activation above about 47%;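 also: 0% = vehicle wells and 100% = reference agonist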
* marks the source's active call; other numbers are inactive results; x = not tested or not shown.

[1] CSc1nnc2c3cc(F)ccc3n(Cc3ccccc3)c2n1
[2] Nc1ccc(N2CCN(C(=O)c3cccs3)CC2)cc1
[3] C=CCC[C@@H](Cc1ccc(F)cc1)C(=O)OC[C@@H](NC(=O)[C@H](CC=C)CC(=O)NCCO)C(C)(C)C
[4] Cc1ccc(NC(=O)N2CCc3ccccc3C2)c(C)c1
[5] O=c1[nH]c(C2CCN(S(=O)(=O)c3ccc4c(c3)OCCO4)CC2)nc2c1nnn2Cc1cccc(F)c1
[6] NS(=O)(=O)c1ccc(CNC(=O)/C=C/c2cccc(Cl)c2)cc1
[7] CC(C)(C)NC(=O)COC(=O)c1cncc(Br)c1
[8] Cc1ccccc1OCc1nc(C#N)c(N2CCCC2)o1
[9] COCCn1c(=O)[nH]c2cc(C(=O)Nc3cc(OC)c(OC)c(OC)c3)ccc2c1=O
[10] O=C(NCCOc1ccccc1Cl)c1ccc2c(c1)S(=O)(=O)c1cc(Cl)ccc1C2=O
compound no.,1,2,3,4,5,6,7,8,9,10
PP1 counter,-1,15,x,-3,13,1,1,3,-3,x
TPT1 inh,-3,5,x,4,-1,-2,-5,1,1,x
Fh CTSL1 inh,2,-4,x,-1,2,-2,-6,-1,-1,x
procasp7 counter,-2,10,-2,9,6,-1,-1,5,-1,-1
PP5 inh,7.3,3.8,x,2.5,3.9,1.6,1.7,-1.0,3.3,x
proCasp3 act,-1,-3,-4,0,5,6,-12,2,-9,0
core dimer inh,1,18,x,3,26,-8,1,3,-3,x
PAFAH2 FP inh,-2,8,-16,0,10,0,6,8,4,-5
AHR activator,2,1,1,26,-1,2,0,0,0,0

Six entries drawn at random from those above, as already listed:
[8] Cc1ccccc1OCc1nc(C#N)c(N2CCCC2)o1
[7] CC(C)(C)NC(=O)COC(=O)c1cncc(Br)c1
[9] COCCn1c(=O)[nH]c2cc(C(=O)Nc3cc(OC)c(OC)c(OC)c3)ccc2c1=O
[4] Cc1ccc(NC(=O)N2CCc3ccccc3C2)c(C)c1
[10] O=C(NCCOc1ccccc1Cl)c1ccc2c(c1)S(=O)(=O)c1cc(Cl)ccc1C2=O
[1] CSc1nnc2c3cc(F)ccc3n(Cc3ccccc3)c2n1
compound no.,8,7,9,4,10,1
PP1 counter,3,1,-3,-3,x,-1
TPT1 inh,1,-5,1,4,x,-3
Fh CTSL1 inh,-1,-6,-1,-1,x,2
procasp7 counter,5,-1,-1,9,-1,-2
PP5 inh,-1.0,1.7,3.3,2.5,x,7.3
proCasp3 act,2,-12,-9,0,0,-1
core dimer inh,3,1,-3,3,x,1
PAFAH2 FP inh,8,6,4,0,-5,-2
AHR activator,0,0,0,26,0,2

The list goes on:
[11] CCn1ncc(C2=NOC(C(=O)Nc3c(C)n(C)n(-c4ccccc4)c3=O)C2)c1C (configuration not stated)
[12] COCCN(C(=O)c1cc(OC)c(OC)c(OC)c1)c1c(N)n(Cc2ccccc2)c(=O)[nH]c1=O
[13] CC(C)(C)c1ccc(-c2nc3[nH]c(=O)cc(NC(=O)c4ccco4)n3n2)cc1
[14] O=C(O)c1sc2cc(C(F)(F)F)cnc2c1-c1cccs1
[15] Cc1ccc2nc3c(cc2c1)c(NC(=O)c1ccccn1)nn3CC(C)C
[16] CCn1c(CCCOc2ccc(Cl)cc2Cl)nnc1SCC(=O)Nc1cc(F)ccc1C
[17] Cc1cc(C)c(NC(=O)c2ccc[n+](Cc3ccc([N+](=O)[O-])cc3)c2)c(C)c1
[18] Cc1cc(C)n2nc(CNS(=O)(=O)c3ccc(F)cc3)nc2n1
[19] COc1ccc(-c2cc(C(=O)OCC(=O)c3ccc(C)c([N+](=O)[O-])c3)c3ccccc3n2)cc1
[20] COCCN1CC(C(=O)NCc2ncccc2C)CCC1=O (configuration not stated)
compound no.,11,12,13,14,15,16,17,18,19,20
PP1 counter,-4,-4,-2,-1,-4,3,2,-1,-4,-2
TPT1 inh,-2,0,1,-5,0,-1,1,1,-4,-2
Fh CTSL1 inh,0,1,-1,-3,5,2,1,0,-3,1
procasp7 counter,-3,7,3,-3,20,3,1,-2,1,7
PP5 inh,-1.3,-0.8,-1.6,1.7,-0.9,4.2,2.4,1.8,2.2,-0.7
proCasp3 act,7,1,1,1,11,2,0,3,1,-8
core dimer inh,-3,0,17,2,-1,-1,-8,-2,7,-8
PAFAH2 FP inh,0,10,-11,x,-3,16,2,5,-5,3
AHR activator,6,0,0,1,6,1,1,-2,-3,2

[21] COc1ccc(CC(=O)Nc2ccc(NC(=O)c3ccc(Br)cc3)cc2)cc1OC
[22] O=C(CSc1ncn[nH]1)N1c2ccccc2Sc2ccccc21
[23] CC(C)c1ccc(C(=O)N2CCN(c3cnn(C)c(=O)c3Cl)CC2)cc1
[24] CC(=O)c1ccc(N2CCCCCC2)c(F)c1
[25] Cc1cc(=O)oc2cc(NC(=O)c3ccc(OC(F)F)cc3)ccc12
[26] CCSc1nc(-c2ccccc2)nc(C(Cl)Cl)n1
[27] CCC(C)(C)n1nnnc1C(c1ccc(F)cc1)N1CCN(C(=O)c2ccco2)CC1 (configuration not stated)
[28] CC1Cc2ccccc2N1C(=O)c1ccc(N2CCCCC2)c([N+](=O)[O-])c1 (configuration not stated)
[29] C=CCNC(=O)c1sc(-c2ccccc2)nc1C
[30] O=C(CN1C(=O)NC2(CCCCC2)C1=O)Nc1ccc2c(c1)OCCCO2
compound no.,21,22,23,24,25,26,27,28,29,30
PP1 counter,-4,-1,0,6,-2,-3,0,2,0,-1
TPT1 inh,3,2,-2,0,-2,-2,-1,-2,-5,x
Fh CTSL1 inh,-7,3,5,0,-2,1,1,-1,-5,x
procasp7 counter,-6,-1,5,-8,1,5,-1,2,1,-5
PP5 inh,5.3,-3.2,1.9,1.1,0.9,4.1,1.6,-1.5,1.7,0.9
proCasp3 act,10,1,8,3,7,10,8,5,1,-4
core dimer inh,-5,-1,5,3,23,-9,2,2,0,x
PAFAH2 FP inh,4,-4,8,-2,-3,4,9,-3,0,-5
AHR activator,3,2,-1,-5,-1,-5,-3,-7,-10,-1

[31] Cc1cc(Cl)ccc1Oc1cccc(C(=O)/C(C#N)=C/N(C)C)c1
[32] COc1cc(C(c2c(C)[nH][nH]c2=O)c2c(C)[nH][nH]c2=O)ccc1OC(C)C
[33] Cc1noc(C)c1S(=O)(=O)N1CCC(C(=O)N2CCN(c3ccccc3Cl)CC2)CC1
[34] Cc1cc(C(=O)Cn2nc(C(=O)O)c3ccccc3c2=O)c(C)n1-c1ccccc1
[35] COc1ccccc1CNC(=O)COC(=O)/C=C/c1ccc2c(c1)OCO2
[36] CC(=O)N1CCOc2ccc(S(=O)(=O)NCc3ccccc3Cl)cc21
[37] C=CCn1c(Cc2ccccc2)n[nH]c1=S
[38] O=C(COC(=O)C12CC3CC(CC(O)(C3)C1)C2)NCCc1ccc(Cl)cc1
[39] CCOC(=O)C1CCN(S(=O)(=O)c2ccccc2)CC1
[40] CC1(c2ccccc2Cl)NC(=O)N(CC(=O)N2CCN(S(=O)(=O)c3ccccc3)CC2)C1=O (configuration not stated)
compound no.,31,32,33,34,35,36,37,38,39,40
PP1 counter,4,3,-3,6,x,3,-6,0,2,-1
TPT1 inh,-1,3,-3,0,x,-3,-1,-2,0,0
Fh CTSL1 inh,0,1,-1,0,x,-1,0,2,-2,1
procasp7 counter,-6,-14,12,1,8,6,-11,2,10,-7
PP5 inh,1.2,-2.2,2.4,4.2,x,1.5,-1.1,-1.2,0.8,-0.3
proCasp3 act,5,-4,7,0,2,4,9,4,-3,-2
core dimer inh,5,-2,1,15,x,-2,2,-4,-6,-3
PAFAH2 FP inh,0,-6,-5,-5,39*,-1,4,28,-4,-1
AHR activator,4,4,3,7,2,5,-1,0,2,2

[41] O=C(O)CC(NC(=O)Cc1ccccc1)c1ccccc1 (configuration not stated)
[42] COCCn1cnc2c1c(=O)n(Cc1cc(C(C)=O)ccc1OC)c(=O)n2Cc1ccccc1
[43] CC(C)N1CC(COc2ccccc2Cl)OC1=O (configuration not stated)
[44] O=C(Nc1ccc(/C=C/c2nc3ccccc3o2)cc1)c1ccc(F)cc1
[45] O=C(CN1CCN(Cc2ccc(F)cc2)CC1)Nc1nc2ccccc2s1
[46] O=[N+]([O-])c1cc(-c2n[nH]c(-c3ccccc3)n2)cc([N+](=O)[O-])c1
[47] COc1ccc(Oc2coc3cc(OC(=O)/C=C/c4ccc(F)cc4)ccc3c2=O)cc1
[48] COCCN(Cc1ccccc1)C(=O)c1cccc(S(=O)(=O)N2CCCc3ccccc32)c1
[49] Cc1cc(C)c2c(=O)n(CC(=O)Nc3cccc(F)c3)sc2n1
[50] O=c1[nH]c2cccc(Cl)c2n(CCNc2ncc(C(F)(F)F)cc2Cl)c1=O
compound no.,41,42,43,44,45,46,47,48,49,50
PP1 counter,1,2,-1,-3,2,1,-2,1,-4,1
TPT1 inh,-2,-2,-2,-4,-2,-1,0,x,-3,-5
Fh CTSL1 inh,5,0,1,2,4,2,-4,x,2,4
procasp7 counter,3,1,4,9,-8,2,3,0,-37,5
PP5 inh,-1.3,2.3,1.7,0.9,1.1,1.0,-1.4,5.3,-2.3,1.9
proCasp3 act,3,1,3,-2,1,5,5,-7,-16,-2
core dimer inh,-4,-8,6,19,6,22,9,x,-2,9
PAFAH2 FP inh,-8,2,13,0,4,8,-4,6,-4,0
AHR activator,0,0,0,6,11,40,-3,9,3,-11

[51] COc1ccc(OC)c(NC(=O)C2=C(C)NC(=O)NC2c2cccs2)c1 (configuration not stated)
[52] Cc1nnc2n1N=C(c1ccccc1)CS2
[53] COC(=O)C1(C)NC(c2ccc(C)cc2)C2C(=O)N(c3ccc(F)cc3)C(=O)C21 (configuration not stated)
[54] CN(C)c1cc(NC(=O)CN2CCCC2)c2ccccc2n1
[55] N#Cc1ccccc1NC(=S)Nc1ccc(F)cc1
[56] CCOc1ccccc1C1CC(=O)NC2=C1C(=O)CC(C)(C)C2 (configuration not stated)
[57] COc1ccc(CCNC(=O)c2cc3ccccc3oc2=O)cc1
compound no.,51,52,53,54,55,56,57
PP1 counter,0,-2,-6,3,-4,-4,-3
TPT1 inh,1,-3,-1,0,-3,-3,3
Fh CTSL1 inh,3,-1,-4,-2,-4,0,5
procasp7 counter,-3,-9,14,-11,-6,0,-5
PP5 inh,-0.4,-0.4,2.6,2.1,2.2,3.7,0.2
proCasp3 act,2,3,-1,0,11,7,0
core dimer inh,1,3,3,4,-1,-5,4
PAFAH2 FP inh,-3,0,-5,-1,2,-5,0
AHR activator,1,2,-2,9,3,-4,-2
